# Screening data as filed in PubChem BioAssay.
# FLuc inh = Photinus pyralis luciferase inhibition. purified P. pyralis luciferase, luminescence, biochemical. Potency, µM (series often up to 115 µM), for inactives: at the top dose activity change, negative = inhibition, usual class: inhibitors. 76,000 tested, 2.5% active; also: potency is read from the fitted curve at half-maximal effect; nearly all actives have a fitted effect of over 65% in size
#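 Cell-free enzyme assay, 10nM P. pyralis luciferase, luciferin and ATP each at 10uM. Inhibition profiled over a 6-point titration, read as luminescence.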
# HEK cytotox = cytotoxic compounds in HEK 293 cells; HEK 293 viability, ATP luminescence (CellTiter-Glo), 48-72 h; AID 1345083; 94,000 tested, 6.6% active; Potency, µM (highest dose often 115 µM), for inactives: at the top dose activity change, negative = cytotoxicity, actives largely listed as inhibitors; also: potency is read from the fitted curve at half-maximal effect; nearly all actives have a fitted effect of over 60% in size
#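 CellTiter-Glo luminescence (cellular ATP) was read after 48 or 72 hr of compound exposure at 37 degree Celsius. Cells were HEK 293 plated at 250 cells/well.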
# IP6K1 inh = IP6K1 kinase inhibition; Q92551; IP6K1 kinase, ADP-Glo luminescence, 2 h; active compounds read low; activity change, % (series mostly up to about 58 µM); 140,000 tested, 0.81% active; in the data active = activity change below about -25%
# Target sequence (Q92551 whole entry, looked up): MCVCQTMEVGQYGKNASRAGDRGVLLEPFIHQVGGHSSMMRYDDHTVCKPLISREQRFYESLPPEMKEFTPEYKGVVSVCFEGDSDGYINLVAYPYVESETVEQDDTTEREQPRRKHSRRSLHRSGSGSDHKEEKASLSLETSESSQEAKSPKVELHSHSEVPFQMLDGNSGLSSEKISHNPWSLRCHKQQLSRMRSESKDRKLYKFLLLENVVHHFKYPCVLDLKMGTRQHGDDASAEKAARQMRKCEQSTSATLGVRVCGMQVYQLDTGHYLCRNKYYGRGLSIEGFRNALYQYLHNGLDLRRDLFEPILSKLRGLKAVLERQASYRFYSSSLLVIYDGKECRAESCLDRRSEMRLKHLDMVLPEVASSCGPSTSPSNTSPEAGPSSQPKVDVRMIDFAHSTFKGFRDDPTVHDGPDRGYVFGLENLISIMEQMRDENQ
#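 ADP-Glo luminescence measures ADP made by human IP6K1 during a 2 h RT reaction with ATP/IP6 (mix at 1.3 mM/130 uM); top library doses 57.5 and 19.1 uM final.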
# SNCA viab count = counter-screen for SNCA expression inhibitors: cell viability. Potency, µM (doses to about 57.1 µM), for inactives: top-dose activity change, negative = cytotoxicity, most hits filed as cytotoxic. 150,000 tested, 0.12% active. HEK-293-SNCA-luc viability, GF-AFC fluorescence, 24 h;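 also: potency is read from the fitted curve at half-maximal effect; 0% = DMSO-treated cells and -100% = medium-only wells without cells; nearly all actives have a fitted effect of over 30% in size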
#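 Cytotoxicity counterscreen: after 24 h compound treatment of genome-edited SNCA-luciferase HEK-293 cells, live-cell protease substrate GF-AFC read by fluorescence after 30 min; activity scaled between DMSO (0%) and medium-only (-100%), curves Hill-fitted.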
# NIH3T3 tox = kills NIH 3T3 cells; NIH 3T3 viability, CellTiter-Glo ATP luminescence, 48-72 h; Potency, µM (doses to about 96.7 µM), without a hit: at the highest dose activity change, negative = cytotoxicity, hits mostly inhibitors; 94,000 tested, 4.3% active; AID 1345082; also: potency is read from the fitted curve at half-maximal effect; nearly all actives have a fitted effect of over 55% in size
#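 Viability of NIH 3T3 cells after 48 or 72 hr compound treatment at 37 °C was assessed by CellTiter-Glo, with luminescence imaged following a 10 min room-temperature step.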
# GPT2 inhibitor = GPT2 alanine aminotransferase inhibition | Q8TD30 | Recombinant GPT2, coupled pyruvate oxidase/HRP Amplex Red fluorescence | Potency, µM (series often up to 57.7 µM), for the others: top-dose activity change, negative = inhibition, actives largely listed as inhibitors | 100,000 tested, 0.25% active; also: potency is read from the fitted curve at half-maximal effect; nearly all actives have a fitted effect of over 60% in size; many of its hits are not listed in these tables
# Target sequence (Q8TD30 whole entry, looked up): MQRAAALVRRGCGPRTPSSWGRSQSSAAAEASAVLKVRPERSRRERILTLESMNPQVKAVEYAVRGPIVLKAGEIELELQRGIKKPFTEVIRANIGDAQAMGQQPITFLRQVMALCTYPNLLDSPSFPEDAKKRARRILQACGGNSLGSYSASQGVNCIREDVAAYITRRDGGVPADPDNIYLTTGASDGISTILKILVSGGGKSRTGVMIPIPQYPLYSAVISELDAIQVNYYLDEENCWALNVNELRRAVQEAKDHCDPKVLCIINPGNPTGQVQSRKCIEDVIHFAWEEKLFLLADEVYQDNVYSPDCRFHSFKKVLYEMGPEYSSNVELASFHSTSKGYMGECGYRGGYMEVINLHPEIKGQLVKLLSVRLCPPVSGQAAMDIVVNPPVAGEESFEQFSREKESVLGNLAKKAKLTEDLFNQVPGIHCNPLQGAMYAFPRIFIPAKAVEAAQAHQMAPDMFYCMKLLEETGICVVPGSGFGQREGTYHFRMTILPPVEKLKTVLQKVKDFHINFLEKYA
#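 Recombinant GPT2 (10ng/uL) with 250uM a-KG and 2mM L-alanine, 30 min at room temperature, in HEPES pH 7.5 buffer. Pyruvate detected by pyruvate oxidase/HRP/Amplex Red fluorescence after 30 min in the dark; AOA (50uM) as positive control.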
# SNCA expr inh = inhibitors of alpha-synuclein (SNCA) gene expression; Potency, µM (doses to about 57.2 µM), for inactives: at the top dose activity change, negative = inhibition, most hits filed as inhibitors; HEK-293 SNCA-luciferase knock-in, luminescence, 24 h; 140,000 tested, 0.17% active;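 also: potency is read from the fitted curve at half-maximal effect; plate controls were DMSO cells for no effect and cell-free wells for full effect; nearly all actives have a fitted effect of over 45% in size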
# Starred values were filed as active, the others as inactive; i = inactive; ? = inconclusive; . = no result given; [ ] = another dose, or the depositor's remark. Unless noted, calls follow the shape of the dose curve; as a rule, active = well fitted curve in the direction sought with a large enough effect; inconclusive = small, poorly fitted or top-dose-only effect, or another doubt; inactive = no such curve, though single readings can be large; an effect the other way counts as inactive or inconclusive. Unless noted, % is scaled to controls: 0 for no effect and ±100 for the full control effect.
SMILES,FLuc inh,HEK cytotox,IP6K1 inh,SNCA viab count,NIH3T3 tox,GPT2 inhibitor,SNCA expr inh
CCc1cccc(C)c1NC(=O)CN1C(=O)NC(c2ccc(Cl)cc2)C2=C1COC2=O (centres undefined),-4.7%,?,12.3,9.2%,?,?,-12.2%
O=C(NC1CCCC1)NC1CCN(c2nc3ncccc3o2)CC1,-0.1%[172 µM],-18.8%[172 µM],-3.8,-21.4%[87.6 µM],-24.1%[138 µM],i,10.5%[87.6 µM]
CC(C)(C)NC(=O)NCc1nnc2n1C(C(=O)NCc1cccs1)CC2 (centres undefined),.,0.1%,-3.6,0.3%,-15.1%,-0.2%,?
CCN(CC)S(=O)(=O)c1ccc(C(=O)NC2CC(=O)N(c3ccc(OC)c(OC)c3)C2)cc1 (centres undefined),.,.,-5.1,3.8%,.,.,-0.8%
COCCN1Cc2nc(-c3cc(F)cc(F)c3)ccc2OCC1=O,-12.0%[172 µM],?,-7.3,-5.5%[87.6 µM],?,i,-24.2%[87.6 µM]
CCc1ccc(C(=O)N2CCC(Oc3ccc(C(N)=O)cn3)CC2)cc1,2.9%,?,38.6,-4.1%,?,-9.9%,-4.7%
CCN1C(=O)C2(CCN(C(=O)C3CCCCC3)CC2)c2ccccc21,-1.3%,?,5.1,-11.8%,-18.3%,-3.5%,0.3%
Cc1ccc(S(=O)(=O)N(Cc2nc(-c3cccc(C)c3)no2)C2CCCCC2)cc1,.,.,-19.8,0.6%,.,.,21.8%
CCN(C(=O)c1nn(-c2ccc(C)cc2)c(=O)c2c1c1ccccc1n2C)c1ccc(F)cc1,.,.,13.1,-2.4%,.,.,-3.6%
O=C(NCc1ccccn1)c1cc(-c2ccc(F)cc2)c2nncn2n1,.,-24.3%,-1.3,0.3%,-21.5%,i,-1.4%
CNC(=O)CC1COCCN1C(=O)c1cccc(Cn2nc(C)cc2C)c1 (centres undefined),-3.4%,-21.1%,28.0,1.7%,-5.4%,-24.7%,2.2%
COc1ccc(C(=O)N[C@@H]2CCC[C@@H]2C(=O)NCc2ccccc2C)cn1,-18.9%,-22.3%,19.7,?,-18.0%,0.8%,-3.2%
O=C(CN1C(=O)COc2ccc(S(=O)(=O)N3CCOCC3)cc21)NCc1ccc(Cl)cc1,.,.,11.1,-11.4%,.,.,4.2%
CCOc1ccc(NC(=O)CCc2c(C)nc3c(-c4ccccc4)c(C)nn3c2C)cc1,.,.,-4.9,-0.2%,.,.,-11.8%
COCCn1c(=O)c(C(=O)N2CCN(C(=O)c3ccccc3C)CC2)nc2cccnc21,.,3.1%,2.7,3.5%,i,i,-9.0%
O=C(CN1C(=O)C(c2ccccc2)=NC12CCCC2)Nc1ccc2c(c1)OCCO2,?,?,5.2,-22.8%[12.5 µM],-12.9%,i,54.3%[activator]
COc1ccc(NC(=O)c2ccco2)cc1NC(=O)c1ccccc1[N+](=O)[O-],.,.,-1.9,1.1%,.,.,-7.4%
N#Cc1cccc(CN2CCCOCCNC(=O)CC2)c1,-10.2%,-1.7%,0.4,-17.2%,-10.1%,-0.5%,17.2%
COc1ccc2[nH]c3c(c2c1)CCNC31CCN(C(=O)C2CCN2C2CCCCC2)CC1 (centres undefined),0.4%,?,1.6,18.1%[12.5 µM],?,i,?
COc1ccccc1NC(=O)Cn1c(=O)n(CCc2ccccc2)c(=O)c2c3c(sc21)CN(C(C)=O)CC3,.,.,23.7,-28.9%,.,.,?
O=C1CCN(S(=O)(=O)c2ccccc2)CCCN(Cc2ccc3cc[nH]c3c2)CCN1,4.5%,?,7.9,3.9%,?,-5.7%,-1.6%
COc1ccccc1NC(=O)Cn1c(C)cc2nc3n(c(=O)c21)CCC3,2.1%,-0.4%,-0.4,-17.0%,-11.3%,-5.1%,-3.0%
Cc1ccc(O)c2ncccc12,.,.,-5.6,-0.7%[23.9 µM],.,i,-22.8%[25.6 µM]
CCc1ccc(S(=O)(=O)c2nnn3c2nc(NCc2ccccc2OC)c2cc(Cl)ccc23)cc1,.,.,16.3,3.4%,.,.,-0.3%
CCc1nc2c(=O)n(CC(=O)NCCN3CCOCC3)nc(C)c2s1,0.8%,2.7%,27.3,2.3%,i,i,-3.6%

# Entries listed so far containing a thiophene ring, fused or not:
SMILES,FLuc inh,HEK cytotox,IP6K1 inh,SNCA viab count,NIH3T3 tox,GPT2 inhibitor,SNCA expr inh
CC(C)(C)NC(=O)NCc1nnc2n1C(C(=O)NCc1cccs1)CC2 (centres undefined),.,0.1%,-3.6,0.3%,-15.1%,-0.2%,?
COc1ccccc1NC(=O)Cn1c(=O)n(CCc2ccccc2)c(=O)c2c3c(sc21)CN(C(C)=O)CC3,.,.,23.7,-28.9%,.,.,?

# Structural class: the entries above containing an NH in an aromatic ring.
SMILES,FLuc inh,HEK cytotox,IP6K1 inh,SNCA viab count,NIH3T3 tox,GPT2 inhibitor,SNCA expr inh
COc1ccc2[nH]c3c(c2c1)CCNC31CCN(C(=O)C2CCN2C2CCCCC2)CC1 (centres undefined),0.4%,?,1.6,18.1%[12.5 µM],?,i,?
O=C1CCN(S(=O)(=O)c2ccccc2)CCCN(Cc2ccc3cc[nH]c3c2)CCN1,4.5%,?,7.9,3.9%,?,-5.7%,-1.6%

# Following part
SMILES,FLuc inh,HEK cytotox,IP6K1 inh,SNCA viab count,NIH3T3 tox,GPT2 inhibitor,SNCA expr inh
CC1(c2ccccc2)N(Cc2ccccc2)C(=O)OC12CCN(C(=O)COc1ccccc1)CC2 (centres undefined),1.3%,?,-13.0,-0.1%,28.2µM*,-14.5%,-24.2%
O=C1Nc2ccccc2CC12CCCN2CC1CCOCC1 (centres undefined),.,-12.6%,5.2,-13.1%,-16.4%,?,8.4%
COc1ccc(Br)c(C(=O)N[C@@H]2C=C(C(=O)NCCC(N)=O)C[C@@H](O)[C@@H]2O)c1,1.3%,-14.3%,-6.0,3.8%,1.2%,i,-13.7%
COc1ccc(F)cc1-c1ccc(CN2CCCCC2C(=O)NCCCc2ccccc2)cc1 (centres undefined),.,?,24.2,.,?,.,.
N#Cc1ccc(-c2nc(C(=O)NC3CCCCC3)no2)cc1,2.7%,-19.0%,-9.2,8.7%,1.7%,i,36.6%[activator]
CCCNC(=O)C(NC(=O)c1ccccc1C)C1CCN(C(=O)c2ccco2)CC1 (centres undefined),-6.5%,-3.2%,10.6,-10.1%,-21.4%,4.0%,-22.7%
COc1cccc(NC(=O)Cn2cnc3c(nc4n3CCCCC4)c2=O)c1,.,.,30.9,-16.1%,.,.,1.4%
C[C@@H](NC(=O)/C(C#N)=C/c1ccc(O)c(O)c1)c1ccccc1,.,.,.,-7.6%,.,?,9.1%
OCc1ccc(CN2C[C@H](O)C[C@H]2c2nc(-c3cccnc3)no2)o1,-12.9%[172 µM],?,8.5,4.0%[87.6 µM],-2.7%[174 µM],i,11.9%[87.6 µM]
COCCN(CCOC)CC[C@@H]1CC[C@H](O)[C@@H](C(=O)N2CCOCC2)O1,-4.3%[172 µM],-11.7%[172 µM],2.0,4.0%[87.6 µM],-14.7%[174 µM],-21.0%[88.5 µM],9.2%[87.6 µM]
COc1cc(C(=O)N2CCCCCCC2)cc(OC)c1OC,.,.,7.7,23.8%[23.9 µM],.,-7.6%,-38.2%[25.6 µM]
O=C(c1ccccc1Cl)N1CCC(C(=O)N2CCC(c3ccccc3)CC2)CC1,.,?,16.3,-10.6%,?,i,18.3%
Cc1ccccc1C(=O)N1CCN(c2ccc3nnc(C)n3n2)CC1,.,-6.2%[172 µM],-4.0,.,-28.7%[138 µM],.,.
O=C(NC1CCCCC1)N1CCCC1c1nc(CCOCC2CCCC2)no1 (centres undefined),10.0%,-12.9%,3.2,-7.9%,-9.2%,i,1.3%
Cc1ccc(-c2nc3cc(NC(=O)c4cc5ccccc5o4)ccc3o2)cc1Cl,.,.,-9.5,2.3%,.,.,?
CCC1CCCCN1C(=O)CSc1n[nH]c(-c2ccccc2)n1 (centres undefined),.,.,21.7,-5.4%,.,.,29.7%
CC(=O)c1ccc(NC(=O)C2Cc3ccccc3N2C(=O)c2ccccc2)cc1 (centres undefined),.,.,13.6,-6.1%,.,.,78.8%[activator]
CCCn1c(C)cnc1CC1CCN(S(C)(=O)=O)CC1,-10.0%,-17.5%,-0.5,3.7%,-11.7%,-3.4%,-5.4%
Cc1nc(C2(C)CCN(S(=O)(=O)c3c(C)c(C)cc(C)c3C)CC2)no1,-2.4%,?,-3.2,4.4%,?,-18.2%,1.8%
COc1ccccc1Nc1ccnc(N2CCC(NC(=O)Cc3ccccn3)CC2)n1,.,?,9.8,-1.3%[12.5 µM],?,-0.2%,20.4%
N#Cc1cccc(-c2ccnc(N[C@H]3CO[C@H]4[C@@H]3OC[C@@H]4NC(=O)N3CCOCC3)n2)c1,0.4%,4.9%,-5.9,7.9%,3.2%,i,-17.0%
CC(=O)NCCCC(=O)N1CCOC2(CCN(C(=O)C3CCN(C)CC3)CC2)C1,.,4.8%,-11.0,-10.3%,1.6%,-18.3%,-5.2%
CC(c1ccc(-c2ccc(N3CCN(C)CC3)nn2)cc1)N1CCCCC1 (centres undefined),-6.4%,?,-11.2,-17.9%,-4.8%,-9.4%,-18.9%
CCOC(=O)C1CCN(C(=O)CSc2n[nH]c(-c3ccc(OC)cc3)n2)CC1,.,.,24.9,1.0%,.,.,-14.7%
Cc1cc(OC(=O)c2cc(-c3ccc4c(c3)OCCO4)on2)ccc1Cl,.,.,10.2,-0.9%,.,.,27.1%

# Looked up by compound from the list above (3):
SMILES,FLuc inh,HEK cytotox,IP6K1 inh,SNCA viab count,NIH3T3 tox,GPT2 inhibitor,SNCA expr inh
COc1ccccc1Nc1ccnc(N2CCC(NC(=O)Cc3ccccn3)CC2)n1,.,?,9.8,-1.3%[12.5 µM],?,-0.2%,20.4%
Cc1ccc(-c2nc3cc(NC(=O)c4cc5ccccc5o4)ccc3o2)cc1Cl,.,.,-9.5,2.3%,.,.,?
CCOC(=O)C1CCN(C(=O)CSc2n[nH]c(-c3ccc(OC)cc3)n2)CC1,.,.,24.9,1.0%,.,.,-14.7%

# (continued)
SMILES,FLuc inh,HEK cytotox,IP6K1 inh,SNCA viab count,NIH3T3 tox,GPT2 inhibitor,SNCA expr inh
COc1ccc(CCc2nc3nccc(-c4cc(OC)c(OC)c(OC)c4)n3n2)cc1,-15.5%,?,-12.3,-17.7%,-14.4%,i,-29.8%
CCOc1ccc(N(CC(=O)Nc2ccccc2CC)S(=O)(=O)c2c(C)[nH]c(=O)[nH]c2=O)cc1,.,.,-13.0,-3.1%,.,.,0.5%
CCc1nc2c(c(-c3ccc(Cl)cc3)n1)CN(C(=O)c1ccccc1Cl)CC2,-3.1%,?,-7.2,0.8%,?,-3.5%,1.5%
Cc1cnc(CCNC(=O)C2CC=CC2)n1C1CC1,-10.9%,2.7%,-9.2,?,-13.1%,i,34.7%[activator]
Cc1cnc(C(=O)N[C@@H]2CCC[C@@H]2C(=O)NCc2ccc(OC(F)(F)F)cc2)cn1,-7.6%,-11.9%,0.5,9.6%,-11.4%,-0.5%,-2.6%
O=C(c1cccc(F)c1)N1CCCC(c2noc(COc3ccccc3F)n2)C1 (centres undefined),6.1%,70.8µM*,9.2,-6.6%,?,i,25.2%
